NR5A2 inv ag – inverse agonists of human LRH-1 (NR5A2); 360,000 tested, 0.13% active; inhibition, % at 3.6 µM; O00482; HEK293T StAR-luciferase reporter, LRH-1 transfected, 24 h;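 active means inhibition above the mean inhibition of all tested compounds plus 3 SD, cut at about 73% in these data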;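 further: 0% = DMSO wells and 100% = reporter-only cells lacking LRH-1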
SRC3 inh – inhibits human SRC3 coactivator; 360,000 tested, 0.17% active; HEK293 GAL4-SRC3 luciferase reporter, luminescence; AID 588352; Q9Y6Q9; inhibition, % at 3.6 µM;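 active means inhibition above a per-campaign cutoff, the mean of all compounds plus 3 SD, cut at about 60% in these data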;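 further: 0% = DMSO-treated cells and 100% = gossypol-treated cells at 36 µM; higher means less SRC3-driven luciferase light from the GAL4 reporter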
SRC2 inh – inhibits human steroid receptor coactivator 2; inhibition, % at 9 µM; Q15596; HEK293 GAL4-SRC2 luciferase reporter, luminescence; 370,000 tested, 0.17% active;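 active means inhibition above the mean inhibition of all tested compounds plus 3 SD, set per campaign, cut at about 52% in these data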;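 further: 0% = DMSO treated cells and 100% = cells given Gossypol at 36 µM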
C8 TRAIL sens – caspase-8 TRAIL sensitization. NB7+C8 cells + TRAIL, ATPlite viability luminescence. inhibition (viability loss, TRAIL sensitization), % at 10 µM. 360,000 tested, 1% active;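 active means compounds causing at least 50% loss of cell viability in the single-dose screen, relative to plate controls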
Vif inh – HIV Vif inhibition. HEK293T cells, Vif self-association by quenched fluorescence, imaging, 24 h. inhibition, % at 7.49 µM. 340,000 tested, 0.35% active; in the data active means inhibition above about 50%, passing the limit was not always enough; inconclusive means no clear call, values can overlap the other calls; inactive means below about 31%; further: some results filed as inactive read as strong as hits
TLR9-MyD88 inh – inhibitors of human TLR9-MyD88 binding; Q9NR96+Q99836; CHO BLA complementation TLR9-MyD88, CCF4 FRET ratio; 340,000 tested, 0.21% active; inhibition, % at 4.98 µM;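 active means inhibition above the mean over all tested compounds plus 3 SD, cut at about 21% in these data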;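 further: 0% = DMSO only wells and 100% = clavulanate BLA inhibitor control wells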
LMP1 NFkB inh – Epstein-Barr LMP1 NF-kappaB reporter inhibition; LMP1-induced NF-kappaB luciferase reporter cells, luminescence; inhibition, % at 12.5 µM; 350,000 tested, 0.69% active; AID 504558; in the data active means inhibition above about 41%; inconclusive means no clear call, values can overlap the other calls;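 further: 0% = neutral control wells and 100% = reference inhibitor control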
COUP-TFII inh – blocks human COUP-TFII nuclear receptor; HEK293T NGFI-A luciferase reporter, luminescence; AID 686940; inhibition, % at 8.6 µM; 370,000 tested, 0.7% active;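 active means inhibition above a per-plate cutoff, mean inhibition of test wells between control levels plus 3 SD, cut at about 38% in these data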;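 further: cells cotransfected with COUP-TFII expression vector driving the NGFI-A reporter; 0% = median of COUP-TF2 test wells and 100% = reporter-only cells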
Target sequence (P24468 whole entry, looked up): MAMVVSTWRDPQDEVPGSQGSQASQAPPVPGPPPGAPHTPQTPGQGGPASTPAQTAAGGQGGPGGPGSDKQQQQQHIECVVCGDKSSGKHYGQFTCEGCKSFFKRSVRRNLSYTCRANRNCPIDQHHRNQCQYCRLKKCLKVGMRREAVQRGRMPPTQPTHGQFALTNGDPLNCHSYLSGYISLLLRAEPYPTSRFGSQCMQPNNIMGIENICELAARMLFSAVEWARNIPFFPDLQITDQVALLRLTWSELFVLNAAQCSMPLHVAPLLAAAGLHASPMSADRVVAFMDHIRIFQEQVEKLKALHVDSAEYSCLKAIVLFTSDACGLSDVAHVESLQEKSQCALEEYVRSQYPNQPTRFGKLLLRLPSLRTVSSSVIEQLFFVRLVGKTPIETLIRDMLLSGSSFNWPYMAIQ
NOD2-RIPK2 inh – NOD2-RIPK2 protein interaction inhibition. O43353. CHO BLA complementation NOD2-RIPK2, CCF4 ratio. inhibition, % at 4.98 µM. 360,000 tested, 0.38% active. AID 624267; in the data active means inhibition above about 21%;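 further: 0% = vehicle only and 100% = reference blocker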
Target sequence (O43353 whole entry, looked up): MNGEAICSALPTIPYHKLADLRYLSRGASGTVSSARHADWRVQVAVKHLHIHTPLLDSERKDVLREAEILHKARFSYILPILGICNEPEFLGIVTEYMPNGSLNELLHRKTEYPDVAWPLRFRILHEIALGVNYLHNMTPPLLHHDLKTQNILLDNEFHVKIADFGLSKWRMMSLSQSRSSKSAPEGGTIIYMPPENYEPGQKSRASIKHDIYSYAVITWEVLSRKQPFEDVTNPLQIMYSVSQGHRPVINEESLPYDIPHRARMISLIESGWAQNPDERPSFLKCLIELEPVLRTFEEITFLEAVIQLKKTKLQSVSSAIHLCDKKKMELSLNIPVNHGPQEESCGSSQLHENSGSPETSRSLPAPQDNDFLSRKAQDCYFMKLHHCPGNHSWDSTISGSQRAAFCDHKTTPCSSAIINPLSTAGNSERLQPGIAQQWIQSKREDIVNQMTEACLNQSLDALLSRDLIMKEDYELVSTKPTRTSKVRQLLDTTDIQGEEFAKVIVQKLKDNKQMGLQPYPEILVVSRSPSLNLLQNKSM
TROY NFkB inh – blocks TROY-dependent signaling in reporter cells. Q293 LMP1-TROYcd NF-kB luciferase reporter, 4 h. AID 1347056. inhibition, % at 10 µM. 360,000 tested, 0.98% active;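 active means compounds whose plate-normalised and pattern-corrected inhibition of the luciferase reporter signal at the single screening dose is 50% or more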
SRC1 inh – human NCOA1 inhibition | AID 588354 | Q15788 | 360,000 tested, 0.12% active | inhibition, % at 3.6 µM | HEK293 GAL4-SRC1 luciferase reporter, luminescence;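 active means inhibition above the campaign mean plus 3 SD, with each screening campaign given its own cutoff, cut at about 60% in these data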;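 further: 0% = DMSO treated cells and 100% = gossypol at 36 µM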
The depositor's hits bear a star; ? = inconclusive; / = not tested or not shown. A portion of the library. The share of hits here may be higher or lower than overall.

The opening 12 records, ahead of the listing:
SMILES	NR5A2 inv ag	SRC3 inh	SRC2 inh	C8 TRAIL sens	Vif inh	TLR9-MyD88 inh	LMP1 NFkB inh	COUP-TFII inh	NOD2-RIPK2 inh	TROY NFkB inh	SRC1 inh
Cc1cc(C)nc(NS(=O)(=O)c2ccc(NC(=S)NC(=O)C(C)C)cc2)n1	7	-13	-26	-3	/	-4	2	-7	-5	-4	7
COc1cccc(C(c2sc3ncnn3c2O)N2CCc3ccccc3C2)c1 (stereo unspecified)	7	6	-3	15	-1	1	-5	-1	-11	4	5
COc1ccc(OC)c(NC(=O)CSc2nnc(C)n2Cc2ccccc2)c1	6	6	-1	-4	-1	7	-1	-4	-7	3	-1
Cc1ccccc1CN1CCN(C(=O)[C@H]2O[C@@H](n3ccc(=O)[nH]c3=O)[C@H](O)[C@@H]2O)CC1	5	0	-9	2	-5	/	/	-9	4	-2	-3
CCCc1cc(C(=O)Nc2ccc(Cl)cn2)cs1	-119	-59	-14	49	-6	-16	-6	-15	3	14	-117
CS(=O)(=O)N(CC(=O)N1CCOCC1)c1ccccc1	16	5	18	-4	-2	-6	1	-9	6	7	3
CCN(c1ccccc1)S(=O)(=O)c1nnc(NC(=O)C(C)C)s1	13	-10	5	-22	-1	2	-7	-22	-9	14	6
CCOCCn1c(N2CCN(c3ccccc3)CC2)nc2c1c(=O)n(C)c(=O)n2C	5	-10	-38	-9	0	-10	10	-4	-17	7	-7
CC(C)Oc1ccc(C2CC(=O)N(c3cccc(C(=O)O)c3)C2=O)cc1 (stereo unspecified)	-27	-4	-31	-11	9	8	-9	-11	5	-29	-20
CCc1ccc(N(CC(=O)NC)S(C)(=O)=O)cc1	-9	-8	-15	-31	7	2	-8	-6	-5	6	0
Cc1ccc2ncnc(Nc3ccc(C)c(C)c3)c2c1	3	8	-1	-7	-5	13	3	-10	-3	-12	4
COc1ccccc1/C=C/c1nc2ccccc2c(=O)o1	-90	-101	-36	7	-1	-4	-14	-19	-7	-14	-71

The list itself (from the top)
SMILES	NR5A2 inv ag	SRC3 inh	SRC2 inh	C8 TRAIL sens	Vif inh	TLR9-MyD88 inh	LMP1 NFkB inh	COUP-TFII inh	NOD2-RIPK2 inh	TROY NFkB inh	SRC1 inh
Cc1cc(C)nc(NS(=O)(=O)c2ccc(NC(=S)NC(=O)C(C)C)cc2)n1	7	-13	-26	-3	/	-4	2	-7	-5	-4	7
COc1cccc(C(c2sc3ncnn3c2O)N2CCc3ccccc3C2)c1 (stereo unspecified)	7	6	-3	15	-1	1	-5	-1	-11	4	5
COc1ccc(OC)c(NC(=O)CSc2nnc(C)n2Cc2ccccc2)c1	6	6	-1	-4	-1	7	-1	-4	-7	3	-1
Cc1ccccc1CN1CCN(C(=O)[C@H]2O[C@@H](n3ccc(=O)[nH]c3=O)[C@H](O)[C@@H]2O)CC1	5	0	-9	2	-5	/	/	-9	4	-2	-3
CCCc1cc(C(=O)Nc2ccc(Cl)cn2)cs1	-119	-59	-14	49	-6	-16	-6	-15	3	14	-117
CS(=O)(=O)N(CC(=O)N1CCOCC1)c1ccccc1	16	5	18	-4	-2	-6	1	-9	6	7	3
CCN(c1ccccc1)S(=O)(=O)c1nnc(NC(=O)C(C)C)s1	13	-10	5	-22	-1	2	-7	-22	-9	14	6
CCOCCn1c(N2CCN(c3ccccc3)CC2)nc2c1c(=O)n(C)c(=O)n2C	5	-10	-38	-9	0	-10	10	-4	-17	7	-7
CC(C)Oc1ccc(C2CC(=O)N(c3cccc(C(=O)O)c3)C2=O)cc1 (stereo unspecified)	-27	-4	-31	-11	9	8	-9	-11	5	-29	-20
CCc1ccc(N(CC(=O)NC)S(C)(=O)=O)cc1	-9	-8	-15	-31	7	2	-8	-6	-5	6	0
Cc1ccc2ncnc(Nc3ccc(C)c(C)c3)c2c1	3	8	-1	-7	-5	13	3	-10	-3	-12	4
COc1ccccc1/C=C/c1nc2ccccc2c(=O)o1	-90	-101	-36	7	-1	-4	-14	-19	-7	-14	-71
Cc1ccc(-n2nc(C(=O)N3CCOCC3)cc2-c2ccc(Cl)cc2)cc1	-6	9	-13	-15	4	-11	-8	-2	2	9	6
COc1ccccc1N1CCN(S(=O)(=O)c2ccc(Cl)s2)CC1	-7	18	1	-6	14	-3	-1	-5	-15	7	8
O=C(Nc1nnc(C2CC2)s1)c1ccc(Cl)nc1	-86	-37	-58	17	-5	-16	-6	-29	-10	-46	-93
CCCCn1c(N)c(N(CCOC)C(=O)CCN2C(=O)C3CC=CCC3C2=O)c(=O)[nH]c1=O (stereo unspecified)	-26	0	-6	-12	?	14	2	-19	-1	-1	-5
CN(C)CCCNC(=O)/C(=C/c1ccc(-c2ccc([N+](=O)[O-])cc2)o1)NC(=O)c1ccccc1	5	-4	-5	3	32	6	5	17	12	-9	10
COc1cccc(NC(=O)Nc2ccccc2SC)c1	-33	-10	1	6	15	-14	-5	-10	-2	-57	-50
CCOC(=O)N1CCC(NC(=O)c2ccc(CS(=O)(=O)c3ccc(OC)cc3)o2)CC1	-11	9	-12	-8	9	-4	3	-6	-43	-19	14
CC1CCCCC12NC(=O)N(CC(=O)Nc1cccnc1Cl)C2=O (stereo unspecified)	21	10	3	7	-9	-4	-3	18	-4	21	10
COc1ccc(C2CC(=O)C(C=NCCN3CCN(C(=S)Nc4ccccc4)CC3)=C(O)C2)cc1 (stereo unspecified)	16	-11	-12	13	-22	8	-17	11	-3	19	-15
OCCCn1c(C2CCCN2c2nc(-c3ccc(F)cc3)cs2)nc2cc(C(F)(F)F)ccc21 (stereo unspecified)	-6	8	8	1	-5	-9	-18	0	7	0	-12
Cc1cc(OC(C)C(N)=O)nc(-c2ccccc2)n1 (stereo unspecified)	-8	6	-8	-3	-6	-2	3	-13	5	0	-4
O=C(CSc1nnc(Cc2ccc(Cl)cc2)o1)Nc1ccccc1	0	26	-18	-31	17	2	-5	-17	0	16	-2

Record cards, from the list above:
`CCCCn1c(N)c(N(CCOC)C(=O)CCN2C(=O)C3CC=CCC3C2=O)c(=O)[nH]c1=O` (stereo unspecified) reads NR5A2 inv ag = -26; SRC3 inh = 0; SRC2 inh = -6; C8 TRAIL sens = -12; Vif inh = ?; TLR9-MyD88 inh = 14; LMP1 NFkB inh = 2; COUP-TFII inh = -19; NOD2-RIPK2 inh = -1; TROY NFkB inh = -1; SRC1 inh = -5
`COc1ccc(OC)c(NC(=O)CSc2nnc(C)n2Cc2ccccc2)c1` reads NR5A2 inv ag = 6; SRC3 inh = 6; SRC2 inh = -1; C8 TRAIL sens = -4; Vif inh = -1; TLR9-MyD88 inh = 7; LMP1 NFkB inh = -1; COUP-TFII inh = -4; NOD2-RIPK2 inh = -7; TROY NFkB inh = 3; SRC1 inh = -1

Following part.
SMILES	NR5A2 inv ag	SRC3 inh	SRC2 inh	C8 TRAIL sens	Vif inh	TLR9-MyD88 inh	LMP1 NFkB inh	COUP-TFII inh	NOD2-RIPK2 inh	TROY NFkB inh	SRC1 inh
CCN(CCCC(=O)c1ccc(F)cc1)CCc1ccccc1	1	0	-16	-16	9	-3	-3	-12	4	3	-1
COCCCNc1ncnc2sc3c(c12)CCC(C)C3 (stereo unspecified)	-2	-4	-17	3	-21	-4	2	3	-2	16	-4
CN(C)c1ccc(/C=N/N(CCO)C2=NS(=O)(=O)c3ccccc32)cc1	-3	-8	2	-6	-1	1	4	31	-2	11	0
Cc1ccc(CCN2CC(C(=O)NCCCN3CCOCC3)CC2=O)cc1 (stereo unspecified)	-14	4	8	30	12	-3	-6	4	-3	18	-10
Cc1ccc(C(=O)Nc2cc3ccccc3oc2=O)cc1	-57	28	4	82*	1	-4	79*	12	-1	88*	-5
Cc1noc(C)c1C(=O)Nc1nnc(-c2ccccc2)s1	-16	-3	0	6	0	-8	-1	-3	-3	5	-28
CC12CC(O)C3C(CCC4=CC(=O)CCC43C)C1CCC2=CCO (stereo unspecified)	-6	-7	4	-4	14	-3	35	-6	-2	11	-2
O=C(O)c1ccc(CNC(=O)c2ccc(S(=O)(=O)N3CCCC3)cc2)cc1	-8	13	7	-8	1	-1	-7	-6	-6	13	7
O=C(Nn1cnc2ccccc2c1=O)c1cccc(Cl)c1	-38	-33	-15	-9	3	1	8	4	-2	-62	-36
CC(=O)N1CCC(C(=O)N2c3ccccc3N=C(c3ccc(C(F)(F)F)cc3)C2C(=O)NC2CCCC2)CC1 (stereo unspecified)	2	/	9	5	/	/	/	-25	2	/	/
O=C(/C=C/c1ccccc1)Oc1cccc2cccnc12	-21	26	-19	0	-1	-5	6	-18	-5	-17	-22
O=C(CCN=C1NS(=O)(=O)c2ccccc21)OCc1c(F)c(F)c(F)c(F)c1F	-2	0	-6	-3	1	5	-12	-15	3	-22	-12
CC(C)(C)N1C(=O)[C@H]2[C@@H](c3ccc(Br)cc3)N3C(=O)N(c4ccccc4)C(=O)[C@@]3(C)[C@H]2C1=O	5	11	-12	-7	-2	-6	-7	3	5	-7	-11
O=C(Cn1nnc(-c2ccccc2F)n1)NCc1ccco1	5	6	-10	-2	-5	-1	-9	9	2	-9	0
CCOc1ccc(N2CC(C(=O)N3CCCC3)CC2=O)cc1 (stereo unspecified)	-15	10	-10	12	?	0	-1	-10	-3	-33	6
COc1ccccc1C(=O)O/N=C(\N)c1ccccn1	-125	-64	-15	26	-10	1	22	-29	-6	55*	-201
Cc1sc2ncnc(N3CCN(C(=O)c4ccco4)CC3)c2c1C	-10	12	18	1	-1	10	15	23	-4	33	27
Cc1ccccc1-n1c(C)nnc1SCC(=O)N(C)C1CCS(=O)(=O)C1 (stereo unspecified)	11	2	-25	-1	-10	-4	0	3	-5	-21	10
C=CC(=O)NCCCc1cc(C(C)(C)C)c(O)c(C(C)(C)C)c1	38	12	18	0	-16	-7	3	-8	4	13	12
Cc1cc(C)n(C(C[N+](=O)[O-])c2ccc(Cl)cc2)n1 (stereo unspecified)	1	-4	-9	-4	1	-1	3	7	-4	-14	-26
CNC(=O)c1[nH]nc2c1CCc1ccccc1-2	-12	-7	-11	12	-12	0	-7	-23	-1	-13	11
CCN(c1ccc(OC)cc1)S(=O)(=O)N1CCCC(C(=O)NCc2cccc(C)c2)C1 (stereo unspecified)	2	-7	7	-5	-22	2	10	14	-5	-3	-8
O=C(Nc1ccc(Br)cc1Br)Nc1cccc2[nH]c([C@@H]3O[C@H](CO)[C@@H](O)[C@H](O)[C@H]3O)nc12	17	18	6	-9	-10	/	/	1	9	0	-4
CCOC(=O)N1CCN(C(=O)c2cnc(Nc3ccccc3OC)c3ccccc23)CC1	-13	7	2	-11	?	-7	-19	4	-7	7	-9
C=COCCNC(=O)C(=O)NC(C)C	8	12	3	8	-1	6	0	-9	2	1	-11
COc1ccccc1O	-20	-11	-22	-1	-6	7	2	9	11	-2	4
CCOC(=O)c1nonc1NC(C)=O	0	15	-5	-17	6	-3	1	8	2	-9	0
COc1ccccc1NC(=S)NC1CCCC1	-12	26	0	3	-4	0	-3	1	-8	0	-4
O=C(NCCS(=O)(=O)N1CCN(c2ccccc2F)CC1)c1cccc(Br)c1	-3	-1	-22	-18	17	1	5	-4	10	9	-3
COC(=O)c1nc2cc(C)ccn2c1F	-10	-5	-6	-2	17	1	0	2	2	-32	9

From PubChem BioAssay
